Chronic BCR inh = qHTS Assay to Find Inhibitors of Chronic Active B-Cell Receptor Signaling | ABC-DLBCL IkBa-CBG/CBR reporter, luminescence ratio, 4 h | Potency, µM (highest dose often 46.1 µM), for inactives: at the highest dose ratio change, negative = lower green/red ratio, most hits filed as inhibitors | 0.05% of 340,000 active | AID 493014, 2011; active means well fitted inhibition curve with a large enough effect in the signal ratio, with a control signal flat, not every such curve was filed as active; inconclusive means small, poorly fitted or top-dose-only effect, or effect the other way, or a change in a side signal; the % refers to the signal ratio;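 further: potency means the concentration at half of the fitted maximal effect; plate controls were basal doxycycline-induced cells for no effect and cells given 10 µM MG132 for full effect; MG132 reads +100%, hits lower the ratio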
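Concentration-response series (up to 46 uM) were applied to TMD8 dual-reporter cells for 4 h at 37C with doxycycline. Green/red ratio, after filter-overlap correction, defined %Activity; red signal alone was normalised to basal cells and zero luminescence.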
TCR activator = Activators of T cell receptors: qHTS campaign. Potency, µM (doses to about 9.22 µM), without a hit: at the top dose activation of IL-2 secretion, usual class: activators. 330,000 tested, under 10 active. primary human leukocytes, anti-CD3, IL-2 HTRF, 48 h; further: % of control where 0% means no effect
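Primary human leukocytes were stimulated with a-CD3 beads plus compounds for 48 hr without co-stimulation; secreted IL-2 was quantified by HTRF using a-IL-2-K (europium cryptate) and a-IL-2-d2, excited at 320nm with acceptor emission read at 665nm.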
Integrin act MD = qHTS for Activators of Integrin-Mediated Alleviation for Muscular Dystrophy; alpha7betagal myoblasts, beta-gal FDG fluorescence, 48 h; Potency, µM (top dose mostly 38.3 µM), for inactives: at the highest dose activation, hits mostly activators; 0.064% of 350,000 active; AID 624291, 2012;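 further: potency means the concentration at half of the fitted maximal effect; 100% = response of the positive control SU9516; nearly all actives have a fitted effect of over 60% in size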
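Alpha7betagal+/- myoblasts (passage 13) were plated 16-24 hr, then exposed to compounds (1:260 dilution of DMSO stock) for 48 hours at 37C. After MPER lysis, β-galactosidase reporter activity was read as FDG fluorescence (ex 480/em 540) after 30 minutes.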
Tb PFK block = qHTS Assay to Find Inhibitors of T. brucei phosphofructokinase. ATP-dependent 6-phosphofructokinase (Trypanosoma brucei brucei), O15648. T. brucei PFK, ADP-Glo luminescence. Potency, µM (series often up to 57.5 µM), inactives show at the highest dose activity, negative = inhibition, usual class: inhibitors. 0.17% of 330,000 active. AID 485367, 2010;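 further: potency means the concentration at half of the fitted maximal effect; 0% = uninhibited 1x PFK enzyme wells and -100% = no-enzyme wells; nearly all actives have a fitted effect of over 60% in size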
Target sequence (O15648 whole entry, looked up): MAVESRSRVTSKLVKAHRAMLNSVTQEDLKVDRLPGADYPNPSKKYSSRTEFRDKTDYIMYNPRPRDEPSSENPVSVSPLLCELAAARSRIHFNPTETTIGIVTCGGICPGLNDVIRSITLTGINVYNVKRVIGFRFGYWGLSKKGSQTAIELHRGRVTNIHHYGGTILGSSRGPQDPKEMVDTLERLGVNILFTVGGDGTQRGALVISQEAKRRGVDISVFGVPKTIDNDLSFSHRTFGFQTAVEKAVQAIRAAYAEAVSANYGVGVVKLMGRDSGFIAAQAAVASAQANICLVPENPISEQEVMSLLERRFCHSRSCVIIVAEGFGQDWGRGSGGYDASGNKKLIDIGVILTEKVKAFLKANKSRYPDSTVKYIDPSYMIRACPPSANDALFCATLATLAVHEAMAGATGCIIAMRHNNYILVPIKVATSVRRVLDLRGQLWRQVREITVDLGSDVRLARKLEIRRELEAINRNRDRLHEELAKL
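PFK 1.25 nM, F6P 0.5 mM, ATP 0.1 mM, 0.1 M TEA pH 8.0, 5 mM MgCl2, 0.01% Tween20, 0.1% BSA; 45 min RT. ADP-Glo readout. qHTS titration up to 57 uM; curves fitted, compounds curve-classed.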
TSHR antagonist = Antagonists of the Thyroid Stimulating Hormone Receptor: HTS campaign. Thyrotropin receptor (Homo sapiens), P16473. TSHR-expressing cells, TSH-stimulated cAMP HTRF, 2 h; hits give low values. activity change, negative = inhibition, % at 11.5 µM. 0.2% of 330,000 active. AID 504810, 2011;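 active means activity change below a set negative limit, meaning inhibition stronger than a set level, cut at about -70% in these data; inconclusive means activity change between two set negative limits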; further: on the % scale 0 is the no-effect control and ±100 the full control effect
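Antagonism was scored as loss of TSH-driven cAMP in TSHR cells, stimulated with 4nM TSH (EC80) for 2 hours at 37 deg C and detected by homogeneous HTRF competition immunoassay.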
A-T KAP1 phos = qHTS Assay for Identifying a Potential Treatment of Ataxia-Telangiectasia; AID 485349, 2010; […] A-T fibroblasts, KAP-1 phosphorylation AlphaLISA; neocarzinostatin DNA damage 30 min before lysis; 0.19% of 320,000 active; Potency, µM (highest dose often 57.5 µM), for inactives: at the top dose activation, actives largely listed as activators; further: potency means the concentration at half of the fitted maximal effect; % of control where 0% means no effect; nearly all actives have a fitted effect of over 45% in size
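hTERT-immortalized A-T patient fibroblasts ([…]), 500 cells/well in OPTI-MEM, 1% FBS, got compounds for 60 min, then NCS for 30 min at 37C. Lysates were then assayed for phospho-KAP-1 by AlphaLISA (anti-pKAP1 donor, anti-KAP1 acceptor beads), 6 hr at 25C.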
Mito fusion act = qHTS Assay for Small Molecule Inhibitors of Mitochondrial Division or Activators of Mitochondrial Fusion; S. cerevisiae fusion-defective mutant growth rescue, CellTiterGlo 48 h; Potency, µM (top dose mostly 46.1 µM), inactives show at the highest dose growth rescue (activation), actives largely listed as activators; 0.23% of 320,000 active; AID 485298, 2010;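 further: potency means the concentration at half of the fitted maximal effect; % of control where 0% means no effect; nearly all actives have a fitted effect of over 45% in size; temperature-sensitive fusion mutants such as fzo1-1 at 37 °C on non-fermentable ethanol glycerol medium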
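Read-out: ATP-based luminescence (CellTiterGlo, 10 min ambient) reporting growth of fusion-defective ts yeast after 48 hours at 37C on glycerol/ethanol YPEG medium in the presence of compound.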
Eya2 inh = qHTS Assay for Inhibitors of the Phosphatase Activity of Eya2 | Protein phosphatase EYA2 (Homo sapiens), O00167 | AID 488837, 2010 | Potency, µM (top dose mostly 76.9 µM), for inactives: top-dose activity, negative = inhibition, most hits filed as inhibitors | 0.006% of 330,000 active | recombinant Eya2, OMFP fluorescence dephosphorylation (OMFP is methylfluorescein phosphate); further: potency means the concentration at half of the fitted maximal effect; on the % scale 0 is the no-effect control and ±100 the full control effect
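Eya2 protein (added as 0.2 uM solution) was preincubated with compound for 10 min at ambient temperature in 50 mM HEPES pH 7.5, 50 mM NaCl, 5 uM MgCl2, 0.05% BSA, 1 mM DTT. OMFP (added at 50 uM) then reacted 10 min; fluorescence read at 485/525 nm.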
ASM inhibitor = Inhibitors of Secretory Acid Sphingomyelinase (S-ASM): qHTS | placental ASM, HMU-PC fluorogenic substrate, 60 min | Potency, µM (titrated, usually from 57.5 µM), inactives show at the highest dose activity change, negative = inhibition, actives largely listed as inhibitors | 0.006% of 340,000 active; further: potency means the concentration at half of the fitted maximal effect
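Fluorogenic HMU-PC substrate (9 uM final) is turned over by placental ASM in 60 min at 37 C after a 10 min compound preincubation. Reaction ended by alkaline stop (pH 10), with fluorescence read at 386/447 nm.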
ELG1 DNA repair = qHTS screen for small molecules that inhibit ELG1-dependent DNA repair in human embryonic kidney (HEK293T) cells expressing luciferase-tagged ELG1; HEK293T ELG1-luciferase reporter, luminescence, 16 h; DNA damage induced by 5-fluorouridine; 2.3% of 330,000 active; Potency, µM (titrated, usually from 46.1 µM), for inactives: at the highest dose activity change, negative = inhibition, usual class: inhibitors; further: potency means the concentration at half of the fitted maximal effect; on the % scale 0 is the no-effect control and ±100 the full control effect; nearly all actives have a fitted effect of over 55% in size
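5-Fluorouridine DNA damage + compound/DMSO, 2,000 cells/well, 16 h, 37 °C/5% CO2. ONE-Glo, 30 min RT, luminescence. Readout = decrease in reporter signal.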
PTAP TSG101 blk = qHTS Assay for Iinhibitors of HIV-1 Budding by Blocking the Interaction of PTAP/TSG101 | Tumor susceptibility gene 101 protein (Homo sapiens), Q99816 | Fluorescence polarization, FITC-PTAP peptide / Tsg101 binding | Potency, µM (top dose mostly 115 µM), inactives show at the highest dose activity change, negative = inhibition, most hits filed as inhibitors | 340,000 tested, under 10 active | AID 493005, 2010; active means well fitted inhibition curve with a large enough effect in the main read-out, with a control signal flat, not every such curve was filed as active; inconclusive means small, poorly fitted or top-dose-only effect, or effect the other way, or a change in a side signal; inactive means no such curve, though single readings can be large or run the other way; further: potency means the concentration at half of the fitted maximal effect; % of control where 0% means no effect
Target sequence (Q99816 whole entry, looked up): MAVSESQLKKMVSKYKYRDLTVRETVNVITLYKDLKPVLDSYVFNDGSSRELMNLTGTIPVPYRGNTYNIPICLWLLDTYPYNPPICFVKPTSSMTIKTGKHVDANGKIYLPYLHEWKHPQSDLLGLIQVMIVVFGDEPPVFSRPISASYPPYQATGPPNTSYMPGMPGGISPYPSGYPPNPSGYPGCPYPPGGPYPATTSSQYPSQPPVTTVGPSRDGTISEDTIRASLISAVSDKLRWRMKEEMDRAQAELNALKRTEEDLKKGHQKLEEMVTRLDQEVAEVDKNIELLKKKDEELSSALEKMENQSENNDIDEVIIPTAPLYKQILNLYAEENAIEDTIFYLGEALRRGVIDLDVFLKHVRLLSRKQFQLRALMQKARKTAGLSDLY
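Steps: Tsg101 binding domain dispensed (10 uM final), compounds pinned in DMSO, FITC-labeled PTAP-motif peptide added (50 nM final); after 20 min binding at room temperature, polarization measured.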
The depositor's hits bear a star; [ ] = another dose, or the depositor's remark. Unless noted, the call rests on the fitted dose curve; in most records, active means well fitted curve in the direction sought with a large enough effect; inconclusive means small, poorly fitted or top-dose-only effect, or another doubt; inactive means no such curve, though single readings can be large; an effect the other way counts as inactive or inconclusive.

What do the screens show for `NNC(=O)CN1C(c2cccc(Cl)c2)=Nc2ccc(Br)cc2C1c1ccccc1` (centres undefined)?
Chronic BCR inh: 9.8%; Integrin act MD: 7.7%; Tb PFK block: 0.0%; TSHR antagonist: -9.4; A-T KAP1 phos: 4.4%; Mito fusion act: -2.9%; Eya2 inh: -10.1%; ASM inhibitor: 1.6%; ELG1 DNA repair: 2.8%; PTAP TSG101 blk: -5.8%

Results for O=[N+]([O-])c1ccc(C[n+]2cccc3c4ccccc4ccc32)cc1 ?
Chronic BCR inh: 5.6%; TCR activator: -15.3%; Integrin act MD: -17.6%; Tb PFK block: inconclusive; TSHR antagonist: 0.4; A-T KAP1 phos: -0.2%; Mito fusion act: -3.6%; Eya2 inh: -2.5%; ASM inhibitor: 136.9%[activator]; ELG1 DNA repair: inconclusive; PTAP TSG101 blk: -0.2%

What do the screens show for `O=C(NCc1ccccc1Br)c1ccc2c(c1)OCCO2`?
Chronic BCR inh: inconclusive; Integrin act MD: 11.4%; Tb PFK block: 0.0%; TSHR antagonist: -5.1; A-T KAP1 phos: 3.7%; Mito fusion act: -1.7%; Eya2 inh: -3.9%; ASM inhibitor: 2.5%; ELG1 DNA repair: 23.3%; PTAP TSG101 blk: 0.5%

Results for Cc1nnc(N/N=C\c2ccc(-c3ccccc3[N+](=O)[O-])o2)n1N ?
Chronic BCR inh: inconclusive; TCR activator: -0.8%[46.1 µM]; Integrin act MD: -1.5%; Tb PFK block: 0.4%; TSHR antagonist: 20.5; A-T KAP1 phos: -0.1%; Mito fusion act: 22.7%; Eya2 inh: 2.1%; ASM inhibitor: -5.3%; ELG1 DNA repair: inconclusive; PTAP TSG101 blk: 0.1%

Results for O=C1NC(Cc2ccccc2)c2nc3ccc(Cl)cc3c(=O)n2-c2ccc(Cl)cc21 (centres undefined) ?
Chronic BCR inh: inconclusive; Tb PFK block: -6.2%; TSHR antagonist: 2.4; A-T KAP1 phos: 4.8%; Mito fusion act: 11.1%; Eya2 inh: 5.3%; ELG1 DNA repair: 7.7%

How did CC(=O)c1ccc(NC(=O)CCOc2cc(C)ccc2C)cc1 do in these assays?
Chronic BCR inh: 10.1%; TCR activator: 3.2%; Integrin act MD: -21.4%; Tb PFK block: 7.4%; TSHR antagonist: -3.9; A-T KAP1 phos: -0.2%; Mito fusion act: -9.3%; Eya2 inh: 4.0%; ASM inhibitor: -3.3%; ELG1 DNA repair: inconclusive; PTAP TSG101 blk: -3.3%

How did COc1cc(C(=O)NCCc2ccc(S(N)(=O)=O)cc2)cc(OC)c1OC do in these assays?
Chronic BCR inh: -2.7%; TCR activator: -0.3%; Integrin act MD: -6.6%; Tb PFK block: 0.9%; TSHR antagonist: 0.5; A-T KAP1 phos: 3.8%; Mito fusion act: -5.3%; Eya2 inh: -6.7%; ASM inhibitor: 0.8%; ELG1 DNA repair: 5.7%; PTAP TSG101 blk: -1.5%

Results for O=C(O)C1CCCN1C(=O)C1CCN(S(=O)(=O)c2cccc(C(F)(F)F)c2)CC1 (centres undefined) ?
Chronic BCR inh: 0.7%; TCR activator: -0.2%; Integrin act MD: -6.4%; Tb PFK block: 21.5%; TSHR antagonist: 0.4; A-T KAP1 phos: -2.1%; Mito fusion act: -4.5%; Eya2 inh: 10.6%; ASM inhibitor: 1.3%; ELG1 DNA repair: 9.3%; PTAP TSG101 blk: -0.9%

Results for CN(C)S(=O)(=O)c1ccc(C(=O)Nc2ccc(OCC(=O)N3CCOCC3)cc2)cc1 ?
Chronic BCR inh: 2.6%; TCR activator: -4.0%; Integrin act MD: 7.2%; Tb PFK block: -1.7%; TSHR antagonist: -6.4; A-T KAP1 phos: 3.2%; Mito fusion act: 1.6%; Eya2 inh: 3.0%; ASM inhibitor: 4.3%; ELG1 DNA repair: 14.4%; PTAP TSG101 blk: 0.6%

What do the screens show for `CCc1nnc(NC(=O)CSc2ncnc3scc(-c4ccc(C)cc4)c23)s1`?
Chronic BCR inh: -3.8%; TCR activator: 11.2%; Integrin act MD: -5.8%; Tb PFK block: -4.2%; TSHR antagonist: 1.1; A-T KAP1 phos: -9.6%; Mito fusion act: -0.4%; Eya2 inh: 9.5%; ASM inhibitor: -0.9%; ELG1 DNA repair: 1.7%; PTAP TSG101 blk: 1.3%

Results for CC(CC(=O)Nc1nccs1)c1ccccc1 (centres undefined) ?
Chronic BCR inh: 18.6%; TCR activator: -3.9%; Integrin act MD: 0.0%; Tb PFK block: 0.9%; TSHR antagonist: 19.7; A-T KAP1 phos: 9.6%; Mito fusion act: -7.4%; Eya2 inh: 8.3%; ASM inhibitor: 1.4%; ELG1 DNA repair: inconclusive; PTAP TSG101 blk: -0.4%

What do the screens show for `COc1ccc(C2NC(=S)NC(C)=C2C(=O)N2CCOCC2)cc1` (centres undefined)?
Chronic BCR inh: -14.8%; TCR activator: -10.8%; Integrin act MD: inconclusive; Tb PFK block: 4.7%; TSHR antagonist: -4.5; A-T KAP1 phos: 1.5%; Mito fusion act: -3.8%; Eya2 inh: -0.3%; ASM inhibitor: 5.8%; ELG1 DNA repair: 15.8%; PTAP TSG101 blk: -4.4%

Results for COc1ccc(CCNC(=O)CCn2cccc2)cc1OC ?
Chronic BCR inh: -1.2%; TCR activator: -17.1%; Integrin act MD: 1.6%; Tb PFK block: -0.1%; TSHR antagonist: -0.2; A-T KAP1 phos: -3.8%; Mito fusion act: 0.6%; Eya2 inh: -1.4%; ASM inhibitor: 1.7%; ELG1 DNA repair: 15.6%; PTAP TSG101 blk: -5.0%

What do the screens show for `ClCc1csc(-c2ccc(Cl)cc2)n1`?
Chronic BCR inh: inconclusive; TCR activator: 0.0%; Integrin act MD: -22.2%; Tb PFK block: -0.4%; TSHR antagonist: 2.4; A-T KAP1 phos: -10.1%; Mito fusion act: -0.7%; Eya2 inh: -2.3%; ASM inhibitor: -2.3%; ELG1 DNA repair: 8.3%; PTAP TSG101 blk: -1.4%

Results for O=C1CCCc2c1nc(-c1ccccc1F)n2O ?
Chronic BCR inh: 0.8%; TCR activator: -0.2%; Integrin act MD: 30.5%; Tb PFK block: 2.3%; TSHR antagonist: -7.2; A-T KAP1 phos: -26.9%; Mito fusion act: -2.6%; Eya2 inh: 7.1%; ASM inhibitor: 4.5%; ELG1 DNA repair: 9.7%; PTAP TSG101 blk: -4.2%

Results for CCOc1ccc(NC(=O)/C(C#N)=C/c2ccc(N3CCCC3)c(C)c2)cc1 ?
Chronic BCR inh: inconclusive; TCR activator: 6.8%[46.1 µM]; Integrin act MD: 3.8%; Tb PFK block: -0.2%; TSHR antagonist: -5.3; A-T KAP1 phos: -0.1%; Mito fusion act: -0.3%; Eya2 inh: 26.0%; ASM inhibitor: 3.1%; ELG1 DNA repair: 19.4%; PTAP TSG101 blk: inconclusive

How did CC(NC(=O)CN1CCN(c2ccccc2F)CC1)c1ccccc1 (centres undefined) do in these assays?
Chronic BCR inh: -1.0%; TCR activator: 2.4%; Integrin act MD: 0.0%; Tb PFK block: 1.9%; TSHR antagonist: -4.8; A-T KAP1 phos: 9.9%; Mito fusion act: 5.4%; Eya2 inh: -2.6%; ASM inhibitor: 0.8%; ELG1 DNA repair: -0.6%; PTAP TSG101 blk: -1.3%

Bioassay records deposited in PubChem by National Center for Advancing Translational Sciences (NCATS).

An unsorted share of the library, and some 3.2% of all compounds hit somewhere here.
